Compound activity: PubChem BioAssay, several laboratories
LAP4-GFP MLPCN = modulators of LAP4-GFP expression in yeast, primary screen, S. cerevisiae, multiplex flow cytometry, MLPCN library; AID 2023, 2009; GFP response vs DMSO, % at 10 µM; 3 h; median GFP as percent of DMSO wells; hit rate 0.34% among 320,000;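 active = GFP response vs DMSO above a set limit, about the screen mean plus 3 SD, cut at about 150% in these data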
MEP2 TOR yeast = modulators of MEP2-GFP levels in yeast, primary screen, S. cerevisiae, multiplex flow cytometry, MLPCN library; S. cerevisiae MEP2-GFP strain, 3 h; 100% = DMSO control level; GFP response vs DMSO, % at 10 µM; hit rate 0.51% among 330,000;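 active = GFP response versus DMSO above a set limit, roughly screen mean plus 3 SD, cut at about 180% in these data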;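 note: median GFP fluorescence of the barcode-gated MEP2-GFP cells per well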
VLA-4 inh = inhibition in human VLA-4 binding assay, primary screen, VLA-4 allosteric modulator project, MLPCN library, flow cytometry, VLA-4 expressing cells; Integrin alpha-4 (Homo sapiens), P13612; ligand binding flow cytometry; inhibition, % (about 7 µM as worked out from the volumes in the protocol); hit rate 0.2% among 330,000; AID 2557, 2010; in the data active = inhibition above about 50%
Target sequence (P13612 whole entry, looked up): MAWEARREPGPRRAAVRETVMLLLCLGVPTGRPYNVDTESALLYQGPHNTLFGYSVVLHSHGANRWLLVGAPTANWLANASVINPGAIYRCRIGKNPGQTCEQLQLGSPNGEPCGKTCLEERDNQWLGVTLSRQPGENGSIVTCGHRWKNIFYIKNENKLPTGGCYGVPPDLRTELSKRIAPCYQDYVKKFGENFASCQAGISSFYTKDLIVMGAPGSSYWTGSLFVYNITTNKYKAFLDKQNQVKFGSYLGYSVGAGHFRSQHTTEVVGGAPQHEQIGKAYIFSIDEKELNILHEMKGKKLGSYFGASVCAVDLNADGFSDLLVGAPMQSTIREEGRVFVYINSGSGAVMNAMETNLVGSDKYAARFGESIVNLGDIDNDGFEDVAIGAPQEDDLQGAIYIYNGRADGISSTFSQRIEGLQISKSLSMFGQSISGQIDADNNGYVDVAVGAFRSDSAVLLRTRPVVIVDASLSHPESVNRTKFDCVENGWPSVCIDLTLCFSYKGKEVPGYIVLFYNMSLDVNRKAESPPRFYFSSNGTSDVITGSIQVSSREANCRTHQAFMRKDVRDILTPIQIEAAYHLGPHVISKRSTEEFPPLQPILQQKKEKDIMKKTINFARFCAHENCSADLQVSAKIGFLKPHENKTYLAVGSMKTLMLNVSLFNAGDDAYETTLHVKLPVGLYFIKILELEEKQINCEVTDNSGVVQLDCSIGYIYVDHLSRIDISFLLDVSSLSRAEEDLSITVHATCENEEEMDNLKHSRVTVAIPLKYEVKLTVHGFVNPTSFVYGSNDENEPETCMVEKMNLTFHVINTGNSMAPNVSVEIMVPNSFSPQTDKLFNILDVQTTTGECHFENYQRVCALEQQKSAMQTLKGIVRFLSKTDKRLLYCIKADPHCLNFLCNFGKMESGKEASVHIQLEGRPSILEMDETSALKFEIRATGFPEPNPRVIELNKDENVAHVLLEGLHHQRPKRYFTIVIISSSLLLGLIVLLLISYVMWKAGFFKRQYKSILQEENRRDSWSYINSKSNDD
AGP1 TOR yeast = modulators of AGP1-GFP expression in yeast TOR pathway, primary screen, cell-based, multiplex flow cytometry, S. cerevisiae, MLPCN library. 3 h; GFP as percent of DMSO wells. GFP response vs DMSO, % at 10 µM. hit rate 0.02% among 320,000;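 active = GFP response relative to DMSO above a set limit, near screen average plus 3 SD, cut at about 150% in these data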;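 note: median GFP channel fluorescence of the gated AGP1 strain per well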
CIT2-GFP yeast = modulators of CIT2-GFP expression in yeast, primary screen, S. cerevisiae, GFP fusion, multiplex flow cytometry, MLPCN library. S. cerevisiae CIT2-GFP strain, 3 h; 100 means same as DMSO wells. AID 2029, 2009. GFP response vs DMSO, % at 10 µM. hit rate 0.065% among 320,000;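 active = GFP response relative to DMSO above a set limit, near the screen mean plus 3 SD, cut at about 150% in these data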;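 note: ratio of well median GFP fluorescence to mean of DMSO wells on the plate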
GASC-1 inh = inhibitors of GASC-1 histone demethylase, primary screen, biochemical, fluorescence, DELFIA europium | hit rate 0.069% among 330,000 | Lysine-specific demethylase 4C (Homo sapiens), Q9H3R0 | GST-JMJD2C(1-420) H3K9me3 demethylation | AID 2099, 2009 | inhibition, % at 2.35 µM;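 active = more than half of a compound's replicate wells show inhibition beyond 50%, single wells judged on their own value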;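 note: signal counts dimethyl H3K9 product captured on neutravidin plate; 0% = median of DMSO wells and 100% = 0.3 times that DMSO median; strong numbers were not always called active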
RPL19A TOR yeast = RPL19A-GFP expression modulators in yeast, primary screen, cell-based, S. cerevisiae, multiplex flow cytometry, MLPCN; AID 2025, 2009; percent response vs DMSO, % at 10 µM; hit rate 0.3% among 330,000; S. cerevisiae RPL19A-GFP strain, 3 h; stronger effect = lower value;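 active = percent response vs DMSO below 50%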;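 note: median channel GFP fluorescence of the barcoded RPL19A-GFP strain; ratio of sample median GFP to plate DMSO average so 100% = DMSO; lower means less RPL19A-GFP as with rapamycin TOR inhibition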
GRK2 inh = compounds blocking aptamer binding on GRK2 – biochemical, human GRK2, bead flow cytometry, HTS, primary screen. Beta-adrenergic receptor kinase 1 (Homo sapiens), P25098. FAM-aptamer displacement from GRK2. inhibition of aptamer binding, % at 10 µM. hit rate 0.59% among 330,000. AID 488847, 2010;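 active = inhibition of aptamer binding above 40%, roughly 3 SD of noise, on plates passing a quality check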;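 note: median bead fluorescence of bound FAM aptamer so fluorescent compounds give negative values; no value below 0 was filed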
Active calls of the source: *; . = not tested or not shown; & = joins results of further samples.

Start of the listing, in advance (2 entries):
SMILES	LAP4-GFP MLPCN	MEP2 TOR yeast	VLA-4 inh	AGP1 TOR yeast	CIT2-GFP yeast	GASC-1 inh	RPL19A TOR yeast	GRK2 inh
O=C(O)c1ccc(N=Cc2nc(-c3ccco3)oc2O)cc1	99	102	5	107	88	-3	102	1
CC(=O)c1ccccc1OC(=O)c1ccc(-c2ccccc2)cc1	107	96	3	82	85	2	96	0

The listing, from the start:
SMILES	LAP4-GFP MLPCN	MEP2 TOR yeast	VLA-4 inh	AGP1 TOR yeast	CIT2-GFP yeast	GASC-1 inh	RPL19A TOR yeast	GRK2 inh
O=C(O)c1ccc(N=Cc2nc(-c3ccco3)oc2O)cc1	99	102	5	107	88	-3	102	1
CC(=O)c1ccccc1OC(=O)c1ccc(-c2ccccc2)cc1	107	96	3	82	85	2	96	0
CCc1cc(C(=O)N2CCCC(C(=O)c3ccc(Oc4ccccc4)cc3)C2)n(C)n1 (stereo not drawn)	97	95	6	99	96	10	98	0
O=C(NCc1ccc2c(c1)OCO2)c1cccs1	112	106	-7	105	112	-6	106	2
Oc1ccc(/C=N/NC2=NCCCCC2)cc1	105	101	4	98	99	-16	96	3
Cc1ccc(N2CCN(c3ccc(C)cc3)C2c2ccccn2)cc1	79	99	9	87	82	-3	115	5
CC(C)N(C(C)C)S(=O)(=O)c1ccc(Cl)nc1	98	97	13	99	97	-6	88	5
O=C(NCCCN1CCN(c2ccccc2F)CC1)C1CCN(S(=O)(=O)c2cccs2)CC1	101	104	15	102	105	25	100	0
CC(=O)N/C(=C\c1ccccc1)C(=O)OCC(=O)N(C)C1CCCCC1	97	104	2	94	100	3	98	0
O=C(O)CSc1ncnc2sc(-c3ccccc3)cc12	103	108	-8	104	111	7	111	0
O=[N+]([O-])c1cccc(-n2cc3ccc([N+](=O)[O-])cc3n2)c1	115	108	6	101	108	0	106	0
CNC(=O)COC(=O)/C=C/c1c(C)nn(-c2ccccc2)c1C	100	101	7	101	100	2	99	0
COC(=O)COC(=O)c1ccc(Oc2nc(OC)nc(N(C)C)n2)cc1	102	101	12	100	94	-6	99	0
COc1ccc(-c2cc(C(=O)N3CCN(C(c4ccccc4)c4ccccc4)CC3)no2)cc1OC	100	99	-2	101	92	-3	95	0
O=C(CCC(=O)c1ccccc1)NCCc1c[nH]c2ccccc12	97	113	0	93	99	5	105	10
COc1ccccc1N(CC(=O)Nc1ccc(F)c(F)c1)S(C)(=O)=O	103	103	2	103	101	-3	106	3
CC(NC(=O)COC(=O)C1CCN(c2ccc(C(F)(F)F)cn2)CC1)c1ccc(Br)cc1 (stereo not drawn)	77	84	-7	90	93	7	80	7
O=C(Nc1cccc(S(=O)(=O)N2CCCCC2)c1)C1CCC1	99	95	-35	101	98	-2	101	3
Nc1scc2c(C(=O)O)nn(-c3ccccc3)c(=O)c12	103	95	5	103	105	-3	101	21
CCOC(=O)c1c(C)n(C)c2ccc(OCC(O)Cn3nc(C)c(Br)c3C)cc12 (stereo not drawn)	106	105	6	102	100	0&21	101	0
Cc1ccc(C(=O)NCC(=O)OCC(=O)NC(C)c2ccccc2)s1 (stereo not drawn)	102	89	-10	102	98	1	97	22
O=C(NCc1ccc(F)c(F)c1)C1CCC(=O)N(CC2CCCCC2)C1 (stereo not drawn)	103	106	-6	99	98	-7	98	4
CCOc1ccccc1NS(=O)(=O)c1c(C)[nH]c(C)c1C(=O)N1CCCCC1	99	98	4	103	106	-4	98	0
O=c1[nH]c2ccccc2n1CCCSCCCn1c(=O)[nH]c2ccccc21	98	102	15	103	104	-3	100	2
COC(=O)C1C(c2ccc(OC)cc2)NC(=O)NC1(O)C(F)(F)Cl (stereo not drawn)	94	91	11	95	97	2	94	0
CNS(=O)(=O)c1cc(S(=O)(=O)NC)c2cccc3c2c1NC3=O	101	111	3	102	104	-27	103	0
N#Cc1c(Sc2ncc(C(F)(F)F)cc2Cl)nsc1C/C=N\OCc1c(F)cccc1Cl	110	112	-11	.	115	-5	102	0
CCOC(=O)/C=C/C(=O)OCC(=O)Nc1cccc(Br)c1	106	90	-2	93	88	-4	94	0
CCCN(CCC)S(=O)(=O)c1ccc(N2CCCC2=O)c([N+](=O)[O-])c1	91	98	12	93	98	-7	97	0
COc1ccc(-c2c(C3=CCCCC3)oc3ccc(-c4ccc5c(c4)OCO5)cc23)cn1	131	98	-4	86	93	13	106	1
CN(C(=O)c1cc2sccc2n1C)C1CCCCC1	112	102	-2	109	104	-30	103	0
Cc1nc2ccccc2n1CC(=O)OCC(=O)NCc1ccccc1	86	94	-3	98	100	3	99	1
Cc1ccc(CNC(=O)C2CC(c3ccccc3F)=NO2)cc1 (stereo not drawn)	104	100	16	92	75	1	98	0
Cn1c(SCC(=O)N2CCN(c3ccccc3)CC2)nnc1-c1ccncc1	86	80	11	96	96	8	94	1
N#CCCn1c(C2CCCCC2)nc2ccccc21	100	106	10	95	103	-4	97	0
O=C(COC(=O)c1cc(=O)[nH]c(=O)[nH]1)Nc1cccc(Cl)c1	90	91	1	93	82	-13	93	0
CCc1nc(SCC(=O)Nc2cccc(C(F)(F)F)c2)c2c(=O)n(C)c(=O)n(C)c2n1	95	91	7	89	81	14	95	2
CC(C)COC(=O)OCN1C(=O)CN(CCN2CC(=O)N(COC(=O)OCC(C)C)C(=O)C2)CC1=O	125	94	32	86	79	.	97	3
Cc1ccc(S(=O)(=O)N2CCN(C(=O)CN3CCOCC3)C2C(C)C)cc1 (stereo not drawn)	95	93	21	89	86	-8	90	0
CSCC[C@H](NC(=O)[C@H]1CC[C@H](CNC(=O)[C@@H](N)Cc2ccccc2)CC1)C(=O)O	96	97	-1	103	104	-5	105	3
O=C(c1ccc2c(c1)OCO2)C1CCCN(C2CCN(CCc3ccccc3)CC2)C1 (stereo not drawn)	103	107	2	106	104	18	100	0
CCCn1c(N)c(C(=O)CSc2nnc(Cc3cccs3)n2C2CC2)c(=O)n(C)c1=O	107	106	-17	106	107	-3	100	3
Cc1cc(C[n+]2cc(Cl)ccc2N)c2ncccc2c1	103	97	4	105	108	-14	97	0
CCOC(=O)N1CCN(C(=O)C2CCN(S(=O)(=O)c3ccc(OCC)cc3)CC2)CC1	90	90	3	96	97	3	101	1
Cc1ccc(NC(=O)[C@@H]2CCCN2S(=O)(=O)c2ccc(Cl)cc2)cc1	123	116	0	104	100	6	101	4
Cc1c(Br)c([N+](=O)[O-])nn1CC(=O)Nc1sc2c(c1C(=O)OC(C)C)CCC(C)C2 (stereo not drawn)	98	105	-13	104	104	-2	104	24
CCCOc1ccc(/C=N/NC(=O)CN2CCCCC2)cc1	95	93	9	100	106	-18	99	0
CCn1c(COc2ccc(OC)cc2)nnc1SCc1nc2ccccc2c(=O)[nH]1	112	105	12	102	97	-5	93	0
NC(=O)C1(N2CCCCC2)CCN(C(=S)Nc2ccc(S(N)(=O)=O)cc2)CC1	107	99	1	107	96	12	99	0
CCC(=O)c1ccc(OCC(=O)OCC(=O)Nc2c(C)n(C)n(-c3ccccc3)c2=O)cc1	86	98	1	88	95	10	89	0
CCCn1c(SCC(=O)Nc2cc(S(=O)(=O)N3CCCCC3)ccc2C)n[nH]c1=O	97	90	-81	97	90	.	94	2
Cc1cc(Br)cc(C)c1OCC(=O)NNC(=O)c1cccs1	71	111	11	92	94	-15	113	0
CCOc1ccc(/C=N/OCC(=O)Nc2ccc3c(c2)OCO3)cc1	122	104	23	97	91	-15	103	0
OC(CNC1CCCc2ccccc21)COc1ccc2ccccc2c1 (stereo not drawn)	89	98	-12	98	101	13	105	0
COCCNC(=O)C(=O)NNS(=O)(=O)c1ccc(Cl)cc1	88	109	7	95	99	-8	94	0
COc1ccc(CC(=O)N2CCCC2)c(OC)c1	99	100	-5	99	101	0	99	0
COc1ccc(/C=N/Nc2nc(C)cc(-c3ccccc3)n2)c(OC)c1	93	95	0	96	99	35	100	0
Cc1ccc(C(=O)Nc2sc3c(c2C#N)CCCCC3)cc1C	106	99	-10	106	103	3	99	4
CCOC(=O)c1cnc(SCC(=O)c2ccc3c(c2)OCCO3)nc1N	111	99	7	95	100	7	93	0
Cc1cc(C2C(C#N)=C(N)OC3=C2C(=O)CCC3)c(C)s1 (stereo not drawn)	90	100	1	103	98	24	96	0

A few values from the results shown.
CCOc1ccc(/C=N/OCC(=O)Nc2ccc3c(c2)OCO3)cc1 @ GRK2 inh: 0
Cc1cc(Br)cc(C)c1OCC(=O)NNC(=O)c1cccs1 @ GRK2 inh: 0

More compounds.
SMILES	LAP4-GFP MLPCN	MEP2 TOR yeast	VLA-4 inh	AGP1 TOR yeast	CIT2-GFP yeast	GASC-1 inh	RPL19A TOR yeast	GRK2 inh
Cc1noc(C)c1N=Nc1ccc(Br)cc1C(=O)O	133	90	-7	93	74	-19	94	1
CCC(CC)n1[nH]c(=O)cc1N	98	98	28	99	103	-4	101	2
CCN1CCN(C(=O)c2cc3c(=O)n(C)c4ccccc4c3n2C)CC1	92	100	14	105	107	0	99	2
NCCS(=O)(=O)O	105	92	5	86	92	-13	96	0
CC(C)OCCCNC(=O)Cn1ccc2cc(S(=O)(=O)N3CCCCC3)ccc21	87	93	12	97	97	6	95	0
Cn1c(N)c(Br)c(-c2ccc(F)cc2)c(C#N)c1=O	99	98	6	109	108	-1	102	1
Cc1nonc1C1CCCN1Cc1cn[nH]c1-c1ccc2c(c1)OCO2 (stereo not drawn)	99	93	2	101	99	-3	99	0
Clc1cccc(Cl)c1CO/N=C/c1c(-c2ccccc2)nc2n1CCS2	86	105	-3	95	107	-5	104	1
COc1ccc(-c2cc3c(=O)n(CC(=O)N4CCN(C)CC4)ncn3n2)cc1	102	101	1	92	98	5	96	0
CCOc1ccc(C(=O)c2ccc(OCC)c(N)c2)cc1N	104	106	-14	106	87	3	106	1
COc1ccc(-c2cn(CCc3c[nH]c4ccccc34)nn2)cc1	136	94	30	84	93	-19	97	2
CCCCCCc1ccc(N2C[C@H](C)[C@@H](CC(=O)NCc3ccccc3)C2=O)cc1	122	93	-6	87	95	-13	98	0
O=S(=O)(c1ccc(Cl)cc1)N1CCC2(CC1)OCCO2	98	99	16	101	.	-34	110	1
Oc1ccc(Br)cc1CNc1ccccn1	106	106	0	107	101	0	100	0
CCCCC1=CC2=CC(=O)C(C)(OC(=O)CC)C(=O)C2=CN1CCc1c[nH]c2ccccc12 (stereo not drawn)	101	105	-49	105	107	-5	102	0
CCN(CC)Cc1c(C(=O)N/N=C/c2c(Cl)cccc2Cl)nnn1-c1nonc1N	109	107	2	91	85	-12	96	0
CCCCN1C(=N)N([C@@H](CCC)CN2CCC[C@H]2CN2C(N)=NC[C@@H]2Cc2ccccc2)C[C@H]1Cc1ccccc1	107	107	1	116	113	.	111	0
CC(C)CN1C(=O)c2ccc(C(=O)NCc3ccccn3)cc2C1=O	96	97	-14	98	106	25	99	5
O=C(c1ccc2oc(Cc3ccc(Cl)cc3)nc2c1)N1CC[C@H](O)C1	85	95	0	97	98	15	99	1
COCCN1C(=O)C(CC(=O)Nc2ccc(C(C)=O)cc2)SC1=Nc1ccccc1 (stereo not drawn)	91	97	3	101	97	6	99	0
Cc1nn(C)c(C)c1C(=O)NN	107	109	11	110	92	-13	110	2
NC(=O)[C@H]1CC2(CC(c3cccc(NC(=O)CC(c4ccccc4)c4ccccc4)c3)=NO2)CN1C(=O)c1ccccc1C(=O)c1ccccc1 (stereo partly drawn)	115	91	-3	95	101	-85	103	0
